From PubChem BioAssay
DT40 TDP1 CPT: growth inhibition of DT40 Tdp1-/-;hTDP1 cells with camptothecin (screen for TDP1 inhibitors); Potency, µM (top dose mostly 46.2 µM), for inactives: at the top dose activity change, negative = growth inhibition, actives largely listed as inhibitors; chicken DT40 Tdp1-/-;hTDP1 cells + 20 nM CPT, ATP luminescence, 48 h; 12% of 420,000 active; also: nearly all actives have a fitted effect of over 55% in size
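Chicken DT40 Tdp1-/- cells stably complemented with human TDP1 were seeded at 400 cells/well in medium containing 20 nM camptothecin, exposed to pin-transferred compounds, and grown at 37 °C for at least 48 hr. Viability was read as ATP luminescence.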
TDP1 cell noCPT: qHTS for Inhibitors of human tyrosyl-DNA phosphodiesterase 1 (TDP1): qHTS in cells in absence of CPT; DT40 Tdp1-/- hTDP1 cells, no CPT, ATP luminescence, 48 h; Potency, µM (doses to about 46.2 µM), without a hit: at the top dose activity change, negative = growth inhibition, most hits filed as inhibitors; 15% of 420,000 active; AID 686978, 2013; also: nearly all actives have a fitted effect of over 55% in size
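Readout: luminescence from CellTiter-Glo after 30 min in the dark at RT. Cells: DT40 Tdp1-/- with stable hTDP1, 400/well. Exposure: compounds alone, ≥48 hr, 37 °C.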
TDP1 inh: TDP1 (human) enzyme inhibition. Q9NUW8. recombinant TDP1, AlphaScreen DNA substrate cleavage. Potency, µM (titrated, usually from 130 µM), without a hit: at the top dose activity change, negative = inhibition, usual class: inhibitors. 0.28% of 350,000 active. AID 485290; also: nearly all actives have a fitted effect of over 40% in size
Target sequence (Q9NUW8 whole entry, looked up): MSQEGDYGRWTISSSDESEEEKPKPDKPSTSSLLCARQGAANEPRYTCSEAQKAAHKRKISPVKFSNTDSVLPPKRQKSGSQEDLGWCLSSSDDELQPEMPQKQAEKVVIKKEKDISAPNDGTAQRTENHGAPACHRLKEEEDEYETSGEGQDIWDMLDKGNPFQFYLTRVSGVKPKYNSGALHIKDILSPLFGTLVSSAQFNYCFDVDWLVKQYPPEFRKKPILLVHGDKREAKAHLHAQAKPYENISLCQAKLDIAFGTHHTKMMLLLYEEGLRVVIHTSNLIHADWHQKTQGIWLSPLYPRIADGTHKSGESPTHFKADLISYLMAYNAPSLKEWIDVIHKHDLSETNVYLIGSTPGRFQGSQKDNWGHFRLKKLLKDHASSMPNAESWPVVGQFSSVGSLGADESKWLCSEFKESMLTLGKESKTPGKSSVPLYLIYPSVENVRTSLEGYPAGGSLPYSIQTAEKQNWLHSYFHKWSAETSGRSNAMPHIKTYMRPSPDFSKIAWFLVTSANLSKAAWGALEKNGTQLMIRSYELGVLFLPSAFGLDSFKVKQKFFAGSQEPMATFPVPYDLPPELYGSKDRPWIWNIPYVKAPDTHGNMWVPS
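Signal: AlphaScreen proximity between streptavidin donor and anti-FITC acceptor beads on intact substrate. Reaction: Tdp1 1 nM, substrate 15 nM final, 5 min RT after 15 min compound preincubation.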
The depositor's hits bear a star; ? = inconclusive; nt = no result given; & = joins results of further samples; [ ] = dose if it differs, or a comment. Calls follow the shape of the dose curve; as a rule, active = well fitted curve in the direction sought with a large enough effect; inconclusive = small, poorly fitted or top-dose-only effect, or another doubt; inactive = no such curve, though single readings can be large; an effect the other way counts as inactive or inconclusive. % is scaled to controls: 0 for no effect and ±100 for the full control effect; potency is read from the fitted curve at half-maximal effect.

Every second line gives: DT40 TDP1 CPT | TDP1 cell noCPT | TDP1 inh
CC1=C(C(=O)OCC(C)C)C(c2ccsc2)NC(=O)N1 (configuration not stated)
  0% | -13% | 2%
COC(=O)C[C@H]1c2cc(F)cc(F)c2S(=O)(=O)N1C1CCN(Cc2ccccc2)CC1
  9.2µM* | 6.5µM* | nt
CCN(CC)C(=O)CSC1=Nc2ccccc2C2=NC(c3ccccc3)C(=O)N12 (configuration not stated)
  ? | -5% | 7%
CCc1ccc(C(=O)C(C)OC(=O)CN2C(=O)NC3(CCCC3)C2=O)cc1 (configuration not stated)
  -24% | ? | nt
COc1ccccc1NC(=S)NC12CN3CN(CN(C3)C1)C2
  -28% | ? | 0%
O=C(O)c1ccc(NC(=O)C2(c3ccccc3)CCOCC2)cc1
  -26% | 1% | 7%
COc1ccc(-c2c(Sc3ccccc3)c3cc(-c4ccc5c(c4)OCO5)ccc3n2C)cc1
  -10% | ? | nt
CCn1c(Cc2cccc3ccccc23)nnc1SCC(=O)Nc1nccs1
  ? | ? | 2%
CNc1ccccc1NC(=O)CCn1c(=S)oc2ccccc21
  -15% | -1% | nt
CN(Cc1ccco1)C(=O)CCc1nc2sc3c(c2c(=O)[nH]1)CCCC3
  ? | ? | 1%
CCOC(=O)N1CCN(C(=O)CCNS(=O)(=O)c2ccc(C)c(C)c2)CC1
  10% | 6% | 0%
COCc1nnc(NC(=O)CCCOc2ccccc2)s1
  0% | -1% | 5%
Cc1c2ccccc2cc(Cc2ccccc2)[n+]1C
  23µM* | 13µM* | 3%
Cc1ccc(-c2c3c(nc4sc(C(N)=O)c(N)c24)CCC3)cc1
  ? | ? | 5%
Cc1ccc2c(Cl)c(C(=O)NCCCn3ccnc3)sc2c1
  -24% | ? | 8%
COc1cc(COCC(O)CN2CCN(Cc3ccc4c(c3)OCO4)CC2)cc(OC)c1OC (configuration not stated)
  -5% | 2% | -3%
CSc1ccccc1OCc1cc(C(=O)NCC(C)Oc2cccnc2)no1 (configuration not stated)
  ? | 16µM* | nt
CC1=C(C(=O)OC2CCCC2)C(c2ccc(Cl)cc2)CC(=O)N1 (configuration not stated)
  ? | ? | -4%[12.3 µM]
CCN(CC(=O)N1CCOCC1)S(=O)(=O)c1ccccc1
  -1% | 5% | 7%
N/C(=N\OC(=O)c1ccc2ccccc2c1)c1ccccn1
  ? | ? | 4%
Cc1cccc(/C=N/NC(=O)c2cc(Br)ccc2O)n1
  -25% | ? | nt
O=C(O)c1cccc(-n2c(O)c(C=C3N=c4ccccc4=N3)sc2=S)c1
  ? | ? | 3%
COC(=O)c1ccc(C2/C(=C(/O)c3ccc(Cl)cc3)C(=O)C(=O)N2C2CCS(=O)(=O)C2)cc1 (configuration not stated)
  11% | 2% | 4%
NN1C(=O)/C(=C2/Sc3ccccc3N2CCCS(=O)(=O)O)SC1=S
  4% | -9% | nt
COc1ccc(-c2onc(C)c2C)cc1S(=O)(=O)NCC1CCN(Cc2ccccc2F)CC1
  ? | ? | 5%
OC(c1ccc(CN2CCCCC2)cc1)c1ncc(-c2ccccc2F)[nH]1 (configuration not stated)
  2% | -9% | nt
Cc1ccc(Cn2cnc3c(cnn3C(C)(C)C)c2=O)cc1
  26µM* | 13µM* | 0%
O=C(CN1c2cccc3cccc(c23)S1(=O)=O)NCCc1ccc(F)cc1
  -23% | 0% | -6%
O=C(NCc1ccc2c(c1)OCO2)C1CCN(c2nccc(C(F)(F)F)n2)CC1
  -4% | 0% | 11%
COc1ccc(/C=C2/SC(=O)N(CCCCCC(=O)Nc3ccccc3C(=O)O)C2=S)cc1
  ? | -28% | 2%
CCOc1ccc(CCNC(=O)C2CCN(S(=O)(=O)N3CCCCC3)CC2)cc1OCC
  -6% | -29% | 3%
Cc1ccc(C)n1-c1ccc(C(=O)NN=C2CCCC2)cc1
  -4% | -9% | 3%
COc1cc(NC(=O)Cc2ccccc2OC)cc(OC)c1
  1% | -2% | -1%
CCN(CC(=O)Nc1ccc2c(c1)OCCO2)C(=O)C1CC(=O)N(c2ccc(OC)cc2OC)C1 (configuration not stated)
  -3% | 2% | nt
Cc1cc(C)c(C#N)c(Oc2ccc(O)cc2)n1
  -2% | -13% | 0%
CCOC(=O)c1c(NC(=O)CSc2cn(CCNC(=O)c3ccccc3F)c3ccccc23)sc2c1CCCC2
  16µM* | 16µM* | 2%
CC1=CC(C)(C)N(C(=O)CSc2nnc(-c3ccccc3)o2)c2ccc(C)cc21
  ? | ? | 4%
COc1cc(/C=N/NC(=O)Cc2ccccc2)cc(OC)c1OC
  3% | -9% | 0%
COc1cc(NC(=O)c2c(-c3ccccc3Cl)noc2C)c2ncccc2c1
  16µM* | 16µM* | nt
O=C(CNS(=O)(=O)c1ccc(Br)s1)NCc1ccc2c(c1)OCO2
  -15% | -11% | 3%
CCn1c(CNC(=O)c2ccc(OC)cc2)nnc1SCC(=O)Nc1cccc(C)c1
  18% | -6% | 3%
COc1cc2nc(C3CCC3)n(NC(=O)C3CCC3)c(=O)c2cc1OC
  ? | -27% | 1%
CCCCn1c(N)c(N(Cc2ccccc2OC)C(=O)COc2ccc(C)cc2)c(=O)[nH]c1=O
  1% | 0% | nt
COCc1cccc(NC(=O)Cc2cccc3ccccc23)c1
  -3% | ? | 0%
CCOC(=O)CNC(=S)N(Cc1cccs1)C1CCCC1
  4% | -14% | 5%
COc1ccc(-c2noc(CN(C(=O)C(C)(C)C)C(C)C)n2)cc1
  ? | ? | -2%
CN1CCc2cc3c(c4c2[C@H]1[C@H](O)c1ccccc1-4)OCO3
  18µM* | ? | 8%
COc1ccc(-c2cc(C(=O)N3CCN(c4ccccc4OC)CC3)no2)cc1OC
  -15% | 21µM* | 8%
N#C/C(=C\Nc1ccccc1SC(F)(F)F)c1nc(-c2ccc(F)cc2)cs1
  -12% | -2% | 8%
N#Cc1ccc(C(=O)Nc2nnc(-c3cccs3)o2)cc1
  5.2µM* | 7.3µM* | nt

A different layout for some results above.
| SMILES | DT40 TDP1 CPT | TDP1 cell noCPT | TDP1 inh |
| --- | --- | --- | --- |
| COCc1cccc(NC(=O)Cc2cccc3ccccc23)c1 | -3% | ? | 0% |
| CCOC(=O)CNC(=S)N(Cc1cccs1)C1CCCC1 | 4% | -14% | 5% |

Continued.
Every second line gives: DT40 TDP1 CPT | TDP1 cell noCPT | TDP1 inh
COCC(C)n1c(C)cc(C(=O)COC(=O)c2oc3ccccc3c2C)c1C (configuration not stated)
  ? | ? | 8%
CC(C)[C@H](NC(=O)CCn1nnc2ccccc2c1=O)C(=O)O
  -8% | -2% | -3%
CCOC(=O)Cc1sc(N)nc1C
  2% | -1% | 0%
CCCC[C@@H]1C=C(C(=O)O)[C@H](c2ccc(CC)cc2)N1S(=O)(=O)c1ccc(C)cc1
  0% | -18% | 1%
O=C(CN1CC(c2ccccc2)CC1=O)N/N=C/c1cc(Br)ccc1O (configuration not stated)
  8.2µM* | 6.5µM* | 5%
COc1ccc(C)cc1NC(=O)NC1CCN(Cc2ccccc2)CC1
  23µM* | ? | 8%
Cc1ccsc1C1C=C(c2cccc(Br)c2)Nc2ncnn21 (configuration not stated)
  ? | ? | 5%
CCC(CC)C(=O)c1c[nH]c(C(=O)NCCCn2ccnc2)c1
  -13% | -10% | 4%
CCN(CC)C(=O)[C@H]1C[C@H](CC(=O)NCc2ccco2)C(=O)N2CCc3c([nH]c4cc(CCC(=O)N(C)C)ccc34)[C@]12C
  7% | -7% | 0%[56.1 µM]
COc1ccccc1NS(=O)(=O)c1ccc(C)c(C(=O)NCC2(N(C)C)CCCCC2)c1
  3% | 2% | 2%
COC(=O)[C@]12CCCCC=C1N(CCc1ccc(OC)c(OC)c1)C(=O)[C@H](CC(=O)NCCC(C)C)C2
  ? | ? | nt
Cc1cc(C(=O)Cn2nc(C(=O)O)c3ccccc3c2=O)c(C)n1CC(F)(F)F
  -10% | -4% | -3%
Cc1ccc(-c2csc(N3CCN(c4cc5c(cc4Cl)nc(C)n5CCN4CCCCC4)CC3)n2)cc1
  ? | ? | nt
CCOc1cc(NC(=S)NCC(C)C)c(OCC)cc1NC(=O)c1cccs1
  ? | ? | 4%
O=[N+]([O-])c1ccc(N2CCN(S(=O)(=O)c3ccccc3[N+](=O)[O-])CC2)cc1NCc1cccnc1
  ? | ? | 11%
CSc1ncc(C(=O)Nc2ccc(C(C)=O)cc2)c(C)n1
  -29% | -24% | nt
Cc1cnn(-c2cc(N/N=C/c3ccccc3F)ncn2)c1
  ? | ? | 5%
CCOC(=O)C(NC(C)=O)(Nc1ccc(S(=O)(=O)Nc2onc(C)c2C)cc1)C(F)(F)F (configuration not stated)
  13% | 2% | 2%
O=C(O)c1ccc(NC(=O)C2(c3ccccc3)CCCC2)cc1
  -15% | -12% | nt
COc1ccc(NC(=O)Cn2c(=O)oc3cc(S(=O)(=O)NC(C)C)ccc32)cc1OC
  -25% | ? | 3%
CCN(CC)S(=O)(=O)c1ccc(NC(=O)c2ccc(OCC3CCCO3)cc2)cc1 (configuration not stated)
  23µM* | 15µM* | 1%
COCCSc1ccccc1C(=O)Nc1nccs1
  0% | -3% | 2%
CC(=O)Oc1cccc2c1C(=O)c1c(OC(C)=O)cc(C(=O)O)cc1C2=O
  ? | ? | 0%&13%
Cc1ccc2nc(-c3ccc(NS(C)(=O)=O)cc3)cc(-c3ccccc3)c2c1
  -18% | -16% | 7%
Cc1ccc(-c2nnc(NC(=O)CCS(=O)(=O)c3ccccc3)o2)c(C)c1
  -18% | -16% | nt
CCOC(=O)Cc1csc(NC(=O)CSc2nc3cccnc3n2CC)n1
  ? | ? | 3%
O=C(O)CCCNC(=O)c1cncc(O)c1
  -10% | 9% | 6%
COC(=O)c1ccc(OCC(=O)Nc2nn(-c3ccccc3)nc2C(N)=O)cc1
  ? | 5% | 7%
COc1ccc(C(CC(=O)O)NS(=O)(=O)c2ccc(C)cc2)cc1OC (configuration not stated)
  -11% | -19% | 6%
CN(C(=O)c1cc(S(=O)(=O)N2CCOCC2)cs1)c1ccccc1
  -2% | -7% | 2%
CCOc1ccc(N2C(=O)Nc3ccccc3C2(O)C(=O)NCc2ccccc2)cc1 (configuration not stated)
  4% | 2% | -3%
COc1ccccc1N(CC(=O)NCC1CCCO1)C(=O)CCC(=O)Nc1cc(C)on1 (configuration not stated)
  9% | 9% | nt
COc1ccc(CCN2C(=O)N(c3ccc(C)cc3)C(=O)C2CC(=O)Nc2ccc(OC)cc2)cc1 (configuration not stated)
  21µM* | ? | 6%
CC1(C)C(c2ccccc2)=NC(c2ccc(Br)cc2)N1O (configuration not stated)
  17% | ? | -7%
CC(=O)Nc1cccc(NS(=O)(=O)Cc2ccc(Cl)cc2)c1
  -1% | -13% | 7%
S=C(c1ccc(N2CCOCC2)cc1)N1CCOCC1
  ? | -22% | -5%
Cc1ccccc1C(=O)N(C)Cc1ccccc1
  -9% | ? | 2%
O=S(=O)(Nc1ccccn1)c1ccc(Oc2ccccc2)cc1
  ? | ? | -4%
COc1cc(C(=O)N/N=C(\C)Cc2ccccc2)cc(OC)c1OC
  11% | -5% | 3%
CC1(C(=O)NS(C)(=O)=O)CCN1C(=O)C/C=C/c1ccccc1 (configuration not stated)
  -20% | -15% | nt

A section from further up, for reference:
Every second line gives: DT40 TDP1 CPT | TDP1 cell noCPT | TDP1 inh
O=S(=O)(Nc1ccccn1)c1ccc(Oc2ccccc2)cc1
  ? | ? | -4%
COc1cc(C(=O)N/N=C(\C)Cc2ccccc2)cc(OC)c1OC
  11% | -5% | 3%
CC1(C(=O)NS(C)(=O)=O)CCN1C(=O)C/C=C/c1ccccc1 (configuration not stated)
  -20% | -15% | nt

Next records follow.
Every second line gives: DT40 TDP1 CPT | TDP1 cell noCPT | TDP1 inh
COc1ccc(C2C=C(c3ccccc3)Nc3nc(NS(=O)(=O)c4ccc(Cl)cc4)nn32)cc1 (configuration not stated)
  ? | 16µM* | 9%
Cn1c(SCC(=O)Nc2nccs2)nnc1-c1cccnc1
  -11% | 9% | 0%
C[n+]1ccc(CO)cc1
  -4% | -13% | nt
O=[N+]([O-])c1cc(S(=O)(=O)N2CCCCC2)ccc1NCc1cccc(Cl)c1
  -16% | 29µM* | 8%
O=C(NC(Cc1ccccc1)C(=O)NC(Cc1ccccc1)C(=O)O)c1ccccc1 (configuration not stated)
  5% | 0% | 4%
CNC(=S)NCc1ccc(OC)cc1
  -13% | -1% | -2%

One compound at a time, as listed above. Screens in order: DT40 TDP1 CPT	TDP1 cell noCPT	TDP1 inh
C[n+]1ccc(CO)cc1 across the screens: -4%	-13%	nt
O=[N+]([O-])c1cc(S(=O)(=O)N2CCCCC2)ccc1NCc1cccc(Cl)c1 across the screens: -16%	29µM*	8%
